PAFAH1B3 FP inh – PAFAH1B3 enzyme inhibitors, primary screen, biochemical, fluorescence polarization, human; inhibition, % at 3.39 µM; recombinant PAFAH1B3, FP-rhodamine probe; 340,000 tested, 0.28% active;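 active = inhibition above the screen-wide average of all tested compounds plus 3 SD, cut at about 25% in these data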;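 also: 0% = enzyme with DMSO only and 100% = wells lacking PAFAH1B3 protein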
GSTO1 counter – inhibitors of recombinant GSTO1, primary screen, counter-screen for RBBP9 inhibitor project, biochemical, fluorescence polarization; Glutathione S-transferase omega-1 (Homo sapiens), P78417; activity-based probe fluorescence polarization; inhibition, % at 5.96 µM; 300,000 tested, 1.1% active; AID 1974, 2009;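 active = inhibition above the campaign mean inhibition plus 3 SD, cut at about 35% in these data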;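 also: 0% = GSTO1-1 with DMSO and 100% = wells lacking GSTO1-1 enzyme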
PAD4 inh – human PAD4 inhibitors, primary screen, biochemical, fluorescence polarization, 1536-well format; recombinant PAD4, RCA probe fluorescence polarization; 330,000 tested, 0.41% active; Protein-arginine deiminase type-4 (Homo sapiens), Q9UM07; AID 485272, 2010; inhibition, % at 6.36 µM;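 active = percent inhibition above a cutoff equal to the mean of all tested compounds plus 3 SD, cut at about 15% in these data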;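 also: 0% = PAD4 with RCA probe and DMSO and 100% = probe without PAD4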
Target sequence (Q9UM07 whole entry, looked up): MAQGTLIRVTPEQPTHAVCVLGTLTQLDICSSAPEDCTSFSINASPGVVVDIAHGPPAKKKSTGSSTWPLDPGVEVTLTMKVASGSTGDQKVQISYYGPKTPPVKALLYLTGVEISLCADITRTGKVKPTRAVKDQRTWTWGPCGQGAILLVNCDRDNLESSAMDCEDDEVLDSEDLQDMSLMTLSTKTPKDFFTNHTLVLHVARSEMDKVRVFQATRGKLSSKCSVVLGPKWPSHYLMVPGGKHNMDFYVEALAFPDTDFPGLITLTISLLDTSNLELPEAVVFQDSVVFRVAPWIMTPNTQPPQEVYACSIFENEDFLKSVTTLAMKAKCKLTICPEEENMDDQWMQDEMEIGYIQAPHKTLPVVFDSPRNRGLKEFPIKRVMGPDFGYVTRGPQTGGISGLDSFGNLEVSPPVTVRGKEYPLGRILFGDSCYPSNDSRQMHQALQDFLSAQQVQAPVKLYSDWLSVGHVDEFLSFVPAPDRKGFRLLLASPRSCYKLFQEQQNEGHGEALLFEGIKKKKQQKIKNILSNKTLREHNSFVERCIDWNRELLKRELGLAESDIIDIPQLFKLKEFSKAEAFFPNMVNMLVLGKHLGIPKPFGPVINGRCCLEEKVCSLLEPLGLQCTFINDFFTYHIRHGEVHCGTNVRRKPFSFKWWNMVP
EBNA-1 inhibitor – EBNA-1 DNA-binding inhibitors, primary screen, biochemical, fluorescence polarization | 300,000 tested, 0.34% active | inhibition, % at 14.8 µM | AID 1950, 2009; in the data active = inhibition above about 28%
LYPLA1 inh – LYPLA1 inhibitors, primary screen, counter-screen for PME1 inhibitor project, biochemical, fluorescence polarization, FP-Rh probe ABPP | Acyl-protein thioesterase 1 (Homo sapiens), O75608 | recombinant LYPLA1 | inhibition, % at 5.9 µM | 320,000 tested, 0.16% active | AID 2174, 2009;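 active = inhibition above the mean of all tested compounds plus 3 SD, set per campaign, cut at about 14% in these data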;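 also: inhibitors block serine hydrolase probe labeling of LYPLA1 so polarization falls; 0% = enzyme with DMSO and 100% = wells lacking LYPLA1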
Target sequence (O75608 whole entry, looked up): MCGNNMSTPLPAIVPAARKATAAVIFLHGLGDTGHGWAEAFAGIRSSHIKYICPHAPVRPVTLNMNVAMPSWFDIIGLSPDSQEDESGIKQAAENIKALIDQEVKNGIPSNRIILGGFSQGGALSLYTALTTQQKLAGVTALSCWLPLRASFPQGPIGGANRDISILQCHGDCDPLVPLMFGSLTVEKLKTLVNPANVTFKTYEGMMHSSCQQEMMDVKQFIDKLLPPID
PAFAH2 inh – PAFAH2 enzyme inhibitors, primary screen, biochemical, fluorescence polarization, human | inhibition, % at 3.39 µM | AID 492956, 2010 | Platelet-activating factor acetylhydrolase 2, cytoplasmic (Homo sapiens), Q99487 | 340,000 tested, 0.99% active | recombinant PAFAH2, FP-rhodamine activity probe;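 active = inhibition above the mean over all tested compounds plus 3 SD, cut at about 30% in these data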;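 also: inhibitors block probe labeling of enzyme so polarization drops; 0% = enzyme with DMSO and 100% = wells lacking PAFAH2 protein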
LYPLA2 inh – LYPLA2 inhibitors, primary screen, counter-screen for PME1 inhibitor project, biochemical, fluorescence polarization, FP-Rh probe ABPP | recombinant LYPLA2 | inhibition, % at 5.9 µM | 320,000 tested, 0.38% active;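 active = inhibition above the screen-wide mean plus 3 SD, limit set per campaign, cut at about 26% in these data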;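 also: 0% = LYPLA2 with DMSO and 100% = wells lacking LYPLA2 enzyme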
Target sequence (O95372 whole entry, looked up): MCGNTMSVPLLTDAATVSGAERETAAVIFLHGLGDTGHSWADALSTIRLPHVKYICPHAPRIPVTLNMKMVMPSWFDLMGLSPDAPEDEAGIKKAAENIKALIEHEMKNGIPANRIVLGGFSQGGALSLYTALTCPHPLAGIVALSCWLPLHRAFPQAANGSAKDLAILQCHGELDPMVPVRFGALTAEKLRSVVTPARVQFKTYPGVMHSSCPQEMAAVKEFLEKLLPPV
PREPL inh – PREPL enzyme inhibitors, primary screen, biochemical, fluorescence polarization | Prolyl endopeptidase-like (Homo sapiens), Q4J6C6 | recombinant PREPL, fluorescence polarization activity-based probe | inhibition, % at 5.96 µM | 320,000 tested, 0.68% active; in the data active = inhibition above about 43%;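 also: 0% = enzyme with DMSO and 100% = wells lacking enzyme; many of its hits are not listed in these tables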
ZTA counter – blocks Epstein-Barr virus ZTA, an EBNA-1 counter-screen. P03206. ZTA-DNA binding, fluorescence polarization. inhibition, % at 11 µM. 320,000 tested, 0.15% active; in the data active = inhibition above about 33%
The depositor's hits bear a star; nt = not tested or not shown.

SMILES	PAFAH1B3 FP inh	GSTO1 counter	PAD4 inh	EBNA-1 inhibitor	LYPLA1 inh	PAFAH2 inh	LYPLA2 inh	PREPL inh	ZTA counter
Cc1cc2ncn(-c3ncnc4scc(-c5ccccc5)c34)c2cc1C	3	1	2	1	-4	-3	-1	-11	-14
CCN(CC)CCCNC(=S)N(CCCO)Cc1cc2cc3c(cc2[nH]c1=O)OCO3	-1	-3	-2	-6	-1	5	-1	10	-12
O=C(NCc1ccc2c(c1)OCO2)c1cc(-c2ccccc2)nn1CC1CC(c2cccnc2)=NO1 (configuration not stated)	0	8	4	-2	1	-8	4	2	3
C=CCn1c(Cc2cccs2)nnc1SCC(=O)Nc1ccc(C(=O)OCC)cc1	5	-4	-1	2	-1	-8	7	-4	-3
O=C(NCc1ccccc1Cl)C1CCCN1C(=O)Nc1ccccc1 (configuration not stated)	6	4	5	-16	0	9	2	-9	-21
CC(/C=N/NC(=O)CSc1nnc(SCc2ccccc2)s1)=C\c1ccco1	9	-6	-5	7	-11	7	-7	6	20
O=C(CSc1ncccc1C(=O)O)c1ccccc1	4	-2	-4	1	-3	-1	-10	11	-6
C=CCCC(=O)Nc1ccc(COC(=O)N2CCOCC2)cc1	4	-2	-1	9	3	1	4	4	-11
Cc1nonc1NC(=O)c1oc2ccccc2c1C	11	1	-5	1	-4	-8	1	8	1
O=C(/C=C/c1ccc(N2CCCCC2)c([N+](=O)[O-])c1)c1ccc(S(=O)(=O)N2CCCC2)cc1	-1	4	4	4	-2	0	-4	-2	9
CC1(NC(=S)Nc2ccc(NC(=S)NC3(C)CCS(=O)(=O)C3)cc2)CCS(=O)(=O)C1 (configuration not stated)	nt	5	-8	4	0	nt	0	-4	-1
Cn1c(=O)n(C)c2cc(NS(=O)(=O)c3ccc(C(C)(C)C)cc3)ccc21	-5	-2	1	-1	1	10	-3	-3	0
CC(C)CCN1NC2(CCC(C)CC2)NC1=S (configuration not stated)	0	8	3	-8	0	0	0	14	-8
CNC(=O)Nc1cccc2cccnc12	4	12	-2	-1	1	-2	1	-11	-23
COC(CNC(=O)C(=O)Nc1cc2c3c(c1)CCN3C(=O)CC2)OC	4	4	-1	-2	-1	4	3	0	-6
CN1CCN(c2ccc(NS(=O)(=O)c3ccc(Cl)cc3)cn2)CC1	0	4	-2	0	0	1	6	3	-4
CCOC(=O)CSc1nc2sc3c(c2c(=O)n1-c1ccccc1)CCN(C(C)C)C3	4	3	1	5	-3	4	-5	10	6
CCOC(=O)c1cnc(-n2nc(C)cc2C)nc1NC	6	3	-1	-6	-2	6	2	19	-4
CC1CCN(CCc2nc3cc(NS(=O)(=O)c4ccc(F)cc4)ccc3n2C)CC1	2	2	0	-12	-3	0	-1	-35	-6
O=C(Nc1ccccc1)C1=C[C@@H](c2ccc(Br)cc2)C[C@@H](OCCCCO)O1	3	2	1	-11	-1	0	-1	8	-3
CCOC(=O)c1nn(-c2ccccc2)c(C(=O)OCC)c1N	5	-1	1	4	0	-2	0	2	19
CN1CCN(C(=O)Nc2ccc3c(c2)N(C)C(=O)c2ccccc2S3)CC1	2	-7	-2	7	1	-1	2	-16	-5
O=C(COC(=O)c1ccccc1C(=O)c1ccc(Cl)cc1)NCc1ccccc1	6	1	0	8	-1	34*	4	-6	-16
O=C(Nc1cccc(O)c1)c1cccc(S(=O)(=O)N2CCCC2)c1	0	4	2	8	-3	6	-2	-3	31
O=C1NC(c2ccccc2)=NC1(NS(=O)(=O)c1ccccc1)C(F)(F)F (configuration not stated)	2	1	-5	9	0	6	0	0	-5

Next part.
SMILES	PAFAH1B3 FP inh	GSTO1 counter	PAD4 inh	EBNA-1 inhibitor	LYPLA1 inh	PAFAH2 inh	LYPLA2 inh	PREPL inh	ZTA counter
CCN(CC)CCCN=C1N[C@@H](c2cccc(C(F)(F)F)c2)C(C(=O)OC)=C(C)N1CC	6	nt	-2	nt	nt	2	nt	18	nt
C[C@@H](CSc1ccc(Br)cc1)CN1CC[C@H](C(C)(C)C)CCC1=O	7	nt	-1	nt	5	6	8	23	-8
COC(=O)C1=C(C)N(CC2CC2)C(=O)N[C@H]1c1ccc(Br)cc1	nt	-5	5	4	2	nt	4	6	5
Fc1cccc(NC(=S)NCc2ccc(Cl)cc2)c1	-7	-7	-1	0	-4	1	-6	1	-4
CC1=CC(C)(C)NC(=S)N1c1ccc(C)cc1C	2	6	-1	-1	-3	-7	0	3	1
Cc1ccc(NC(=O)CNS(=O)(=O)c2cccs2)cc1F	12	-3	-4	-4	1	0	10	-20	7
CCN(Cc1ccccc1)S(=O)(=O)c1ccc2c(c1)NC(=O)CC(=O)N2	14	12	-3	-6	-3	5	-1	11	-12
CC(C)(c1ccccc1)c1ccc(OCCn2cnc3ccccc3c2=O)cc1	9	3	2	5	-7	-2	-9	0	33
CCN1C(C)=C(C)S/C1=C1\SC(=S)N(N)C1=O	4	-4	-3	-11	-5	1	0	9	-10
CCCCNC(=O)CN1CCN(Cc2ccc3cc(OC)ccc3c2)CC1	9	-6	-5	5	-2	-1	3	38	18
CC(=O)Nc1ccc(C(=O)Nc2ccc(S(=O)(=O)Nc3nccc(C)n3)cc2)cc1	-4	1	-5	9	2	-2	0	-5	14
Cc1cc(C)c2nc(N3CCC(C(=O)NCC4CCCO4)CC3)sc2c1 (configuration not stated)	12	-2	0	3	0	18	3	5	7
Cc1cc(OCc2cc3c(cc2Cl)OCO3)c2c(C)cc(=O)oc2c1	4	-1	2	-10	1	-5	-1	-5	-23
COc1ccc(NS(=O)(=O)c2cc(NC(=O)[C@@H](NC(N)=O)C(C)C)ccc2C)cc1	-6	0	1	7	1	-9	1	-11	16
Cc1ccc(OCCSc2nnc(NC(=O)c3ccco3)s2)cc1	-6	-6	-1	2	0	-1	-6	-4	10
O=C(Nc1cccc(-n2cnnn2)c1)c1ccco1	8	-1	-1	-9	-3	-6	0	1	-6
Cc1noc(C)c1S(=O)(=O)N1CCN(c2ccccc2)CC1	-7	0	-5	-5	3	15	11	-12	5
Cc1ccc(C)c(SCC(=O)Nc2oc(C)c3c(C)n[nH]c(=O)c23)c1	8	11	3	-5	3	6	-2	-8	13
C/C(=N\NC(=O)COc1ccc(C)cc1[N+](=O)[O-])c1cccs1	10	1	-5	1	2	3	-4	0	22
COC(=O)Cc1csc(NC(=O)c2ccc3ncsc3c2)n1	4	nt	11	nt	-5	10	-6	13	6
Cc1ccc(NC(=O)CN2CCOCC2)cc1	9	8	2	-2	2	-7	9	15	-7
COc1ccc(C2C(C(=O)Nc3ccccc3OC)=C(C)Nc3ncnn32)cc1 (configuration not stated)	5	9	-2	3	2	-1	-3	7	19
CCC(C(=O)c1ccc(O)cc1)c1ccccc1 (configuration not stated)	-4	-7	1	-8	-3	3	-6	-3	4
CC(C)CCNc1nc2c(c(=O)[nH]c(=O)n2C)n1CC(O)COC(C)C (configuration not stated)	6	0	2	2	-2	-1	1	16	4
O=C(Cn1nc(-c2ccco2)ccc1=O)Nc1ccc(Cl)c(Cl)c1	-3	-20	-5	-7	-8	-4	0	-28	5

Reformatted: two of the compounds above.
Fields: PAFAH1B3 FP inh | GSTO1 counter | PAD4 inh | EBNA-1 inhibitor | LYPLA1 inh | PAFAH2 inh | LYPLA2 inh | PREPL inh | ZTA counter
- CCN1C(C)=C(C)S/C1=C1\SC(=S)N(N)C1=O
    4 | -4 | -3 | -11 | -5 | 1 | 0 | 9 | -10
- Cc1cc(C)c2nc(N3CCC(C(=O)NCC4CCCO4)CC3)sc2c1 (configuration not stated)
    12 | -2 | 0 | 3 | 0 | 18 | 3 | 5 | 7

(further entries)
SMILES	PAFAH1B3 FP inh	GSTO1 counter	PAD4 inh	EBNA-1 inhibitor	LYPLA1 inh	PAFAH2 inh	LYPLA2 inh	PREPL inh	ZTA counter
CC(CCc1ccccc1)NC(=O)CCNS(=O)(=O)c1ccccc1 (configuration not stated)	7	0	-4	4	-1	2	-1	-8	16
Cc1ccc(/C=C2/NC(=O)N(Cc3ccccc3F)C2=O)o1	11	0	3	3	5	-4	-1	4	0
COc1ccc(NC(=O)N2CCCC(C(=O)Nc3ccccc3OC)C2)cc1 (configuration not stated)	0	8	1	-2	-1	2	5	3	10
CCOC(=O)c1c(C)[nH]c(C(=O)COC(=O)c2ccc([N+](=O)[O-])o2)c1C	8	nt	-13	nt	nt	5	nt	9	nt
Cc1noc(C)c1NC(=O)N(C)C[C@H]1Oc2c(NC(=O)C3CC3)cccc2C(=O)N([C@H](C)CO)C[C@@H]1C	6	nt	3	nt	nt	2	nt	6	nt
CCNc1cc(O)ccc1C	15	nt	122*	nt	31*	26	40*	70*	6
CC(C)(C)SCCNC(=O)CN(c1ccccc1)S(=O)(=O)c1ccccc1	3	-1	-4	-4	-4	-2	3	3	7
Cc1ccc(OCC(=O)Nc2ccc(N3CCN(C(=O)c4ccc(C)cc4)CC3)cc2)cc1	3	4	-6	-19	1	5	9	9	-12
COc1ccc(N2CCN(S(=O)(=O)CCNC(=O)Cc3ccc([N+](=O)[O-])cc3)CC2)cc1	3	-3	2	7	-5	0	15	10	-9
CCOc1ccc(-c2c(C(=O)N/N=C(\C)c3cccs3)nnn2-c2nonc2N)cc1	2	0	-4	-4	5	-2	3	-9	-13
COc1ccc(C(=O)N[C@H](C(=O)OCc2nc3ccsc3c(=O)[nH]2)C(C)C)cc1	1	7	-4	5	1	0	0	1	-4
COC(=O)c1ccc(C(=S)N2CCCCC2)cc1	3	-5	2	-13	1	-6	-1	-1	-6
COc1ccc(CC(NC(C)=O)C(=O)NC2CCN(c3c4c(nc5ncnn35)CCC4)CC2)cc1 (configuration not stated)	3	-5	1	-2	1	-2	2	-1	-27
CC(=O)NC1=NN(C(C)=O)C2(S1)C(=O)N(C(C)C)c1ccc(C)cc12 (configuration not stated)	-6	2	-5	-8	-2	-4	3	3	3
Cc1cccc(N(C(=O)Cn2nnc3ccccc32)C(C(=O)NCc2ccco2)c2ccncc2)c1C (configuration not stated)	5	8	1	5	2	5	7	3	-5
CC(C)=CC(=O)Nc1nnc(C)s1	6	-6	-3	6	0	1	5	0	-6
CCN(CC)S(=O)(=O)c1cccc(NC(=O)CN2C(=O)c3ccc([N+](=O)[O-])cc3C2=O)c1	-2	2	0	6	4	-4	9	11	-3
OCC[C@@H]1C[C@@H](O)[C@H](O)[C@@]2(OCc3ccccc32)O1	1	4	5	3	1	10	-4	2	-3
COc1ccc(-c2oc3ccccc3c(=O)c2OCC(=O)O)cc1	3	4	4	-1	2	1	3	18	-15
N#Cc1ccc(-c2ccc(F)cc2)nc1Oc1ccccc1	7	1	-2	-1	-3	1	-3	-20	7
CCOC(=O)Nc1nc(C)c(C(=O)c2ccc(Cl)cc2)s1	4	-12	4	-8	-6	7	-7	-3	6
Cn1c(Cc2ccccc2)nnc1SCC(=O)N1CCOCC1	4	3	-3	3	0	-5	1	4	1
O=C(N/N=C/c1ccc2ncccc2c1)c1cccc([N+](=O)[O-])c1	1	-5	3	-7	-1	7	-2	2	5
CN(C)S(=O)(=O)c1ccc(NC=C(C#N)C#N)cc1	10	-4	-1	7	1	4	1	7	4
Cc1ccc(S(=O)(=O)N2CCCCC2)cc1NC(=O)c1cccs1	-1	nt	3	nt	4	10	4	-4	-17
CNCC(O)COc1cccc(OC)c1 (configuration not stated)	1	2	-1	-5	4	-3	-2	-5	0
O=C1C2CCCN2C(c2ccccc2)N1c1cccc(Cl)c1 (configuration not stated)	-3	-7	-3	-3	-1	-1	2	-3	-17
O=C(COc1ccccc1[N+](=O)[O-])N(Cc1cccc(Br)c1)C1CCS(=O)(=O)C1 (configuration not stated)	6	-3	10	-16	-2	6	-4	-22	6

A portion of the library; count on the stated rates, not on these rows.
